GLS inhibitor – inhibitors of human glutaminase (GLS); O94925; GLS enzymatic activity, qHTS titration; Potency, µM (series often up to 45.5 µM), inactives show top-dose activity change, negative = inhibition, actives largely listed as inhibitors; 410,000 compounds, 0.21% hits; AID 624170; note: % is set by controls: 0 for no effect and ±100 for the full control effect
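Two-point fluorescence kinetic (t0, 30 min RT) for hKGA; glutamate detected via glutamate oxidase–HRP–Amplex Red. Substrate: 1 mM L-glutamine solution; buffer 45 mM KH2PO4, pH 8.2.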
Pin1 inhibitor – human Pin1 inhibition. AID 504891. Pin1 FP peptide displacement, HiFluor488, 10 min. 390,000 compounds, 0.009% hits. Potency, µM (top dose mostly 115 µM), for inactives: top-dose activity, negative = inhibition, hits mostly inhibitors; active = well fitted inhibition curve with a large enough effect in the polarisation, with a control signal flat, not every such curve was filed as active; inconclusive = small, poorly fitted or top-dose-only effect, or effect the other way, or a change in a side signal; inactive = no such curve, though single readings can be large or run the other way; the % refers to the polarisation; note: % is set by controls: 0 for no effect and ±100 for the full control effect
Target sequence (Q13526 whole entry, looked up): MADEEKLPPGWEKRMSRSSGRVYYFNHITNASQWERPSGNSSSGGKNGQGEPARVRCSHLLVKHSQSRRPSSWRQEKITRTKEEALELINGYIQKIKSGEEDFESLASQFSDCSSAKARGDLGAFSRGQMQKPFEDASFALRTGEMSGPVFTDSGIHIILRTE
JMJD2A Tudor – JMJD2A Tudor domain (human) inhibition. Potency, µM (series often up to 114 µM), without a hit: at the highest dose activity change, negative = inhibition, actives largely listed as inhibitors. 390,000 compounds, 4.4% hits. AID 504339. AlphaScreen JMJD2A-Tudor / H3K4me3 peptide binding; note: % is set by controls: 0 for no effect and ±100 for the full control effect; nearly all actives have a fitted effect of over 50% in size
ERG Ets-DNA blk – inhibitors of human ERG Ets domain-DNA interaction | AID 624246 | fluorescence polarization, His-ERG Ets domain / labelled DNA | P11308 | Potency, µM (titrated, usually from 76.9 µM), for the others: at the highest dose FP activity, negative = inhibition, usual class: inhibitors | 370,000 compounds, 0.028% hits; active = well fitted inhibition curve with a large enough effect in the polarisation, with a control signal flat; inconclusive = small, poorly fitted or top-dose-only effect, or effect the other way, or a change in a side signal; inactive = no such curve, though single readings can be large or run the other way; the % refers to the polarisation;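 note: polarization taken with two DNA probes labelled with fluorescein and Texas red; % of control where 0% means no effect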
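His-tagged ERG Ets domain (1 uM in the protein solution; 300mM KCl, 50mM Tris-HCl, 1mM EDTA, 1mM DTT, pH 7.5) received compound, then a probe mix of 5 nM fluorescein-DNA and 100nM Texas-615-DNA. Fluorescence polarization was read for both dyes.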
PGK inhibitor – inhibitors of T. brucei phosphoglycerate kinase; PGK/GAPDH coupled, Kinase-Glo luminescence, 60 min; P07378; Potency, µM (series often up to 57.5 µM), inactives show at the top dose activity change, negative = inhibition, usual class: inhibitors; AID 602233; 380,000 compounds, 0.043% hits; note: % is set by controls: 0 for no effect and ±100 for the full control effect; nearly all actives have a fitted effect of over 60% in size
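Luminescent ATP detection (Kinase-Glo Plus) follows a 60-minute room-temperature incubation, with wells lacking PGK as controls. Buffer: 100 mM TEA (pH 7.6), 5 mM MgCl2, 0.01% Tween-20. Coupling enzyme GAPDH (100 nM final) supplies unstable 1,3-BPG in-well.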
TrxR1 inh – rat TrxR1 inhibition; O89049; recombinant rTrxR1, NADPH fluorescence consumption, selenite substrate; Potency, µM (doses to about 114 µM), without a hit: at the highest dose activity change, negative = inhibition, hits mostly inhibitors; 390,000 compounds, 1% hits; AID 588453; note: % is set by controls: 0 for no effect and ±100 for the full control effect; nearly all actives have a fitted effect of over 65% in size
Target sequence (O89049 whole entry, looked up): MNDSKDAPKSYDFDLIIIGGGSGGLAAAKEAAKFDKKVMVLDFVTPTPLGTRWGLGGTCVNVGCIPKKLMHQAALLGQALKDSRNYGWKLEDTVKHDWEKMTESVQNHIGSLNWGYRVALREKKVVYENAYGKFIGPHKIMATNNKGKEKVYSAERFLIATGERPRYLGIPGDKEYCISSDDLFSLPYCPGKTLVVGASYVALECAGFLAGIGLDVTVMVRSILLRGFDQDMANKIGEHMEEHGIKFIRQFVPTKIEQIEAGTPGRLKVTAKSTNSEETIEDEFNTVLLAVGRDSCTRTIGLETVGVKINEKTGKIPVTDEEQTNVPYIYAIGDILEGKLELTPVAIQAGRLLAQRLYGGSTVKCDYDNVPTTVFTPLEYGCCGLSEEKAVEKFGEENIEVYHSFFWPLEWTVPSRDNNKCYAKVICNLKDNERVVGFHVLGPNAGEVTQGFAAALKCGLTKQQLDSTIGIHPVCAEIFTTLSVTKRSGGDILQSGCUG
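Rat TrxR1 (90 nM in the dispensed reagent) was pre-reduced with 400 uM NADPH for 5 min at room temperature, then incubated with compound for 15 min. After 400 uM selenite was added, NADPH fluorescence (Ex 340/Em 450 nm) was followed for 8 min.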
RGS4 inh – human RGS4 inhibition | P49798 | Transcreener GDP fluorescence polarization, RGS4-accelerated GTP hydrolysis | Potency, µM (top dose mostly 114 µM), inactives show top-dose activity change, negative = inhibition, hits mostly inhibitors | 390,000 compounds, 0.039% hits; note: % is set by controls: 0 for no effect and ±100 for the full control effect; nearly all actives have a fitted effect of over 75% in size; some results filed as inactive show a strong effect at the top dose
Target sequence (P49798 whole entry, looked up): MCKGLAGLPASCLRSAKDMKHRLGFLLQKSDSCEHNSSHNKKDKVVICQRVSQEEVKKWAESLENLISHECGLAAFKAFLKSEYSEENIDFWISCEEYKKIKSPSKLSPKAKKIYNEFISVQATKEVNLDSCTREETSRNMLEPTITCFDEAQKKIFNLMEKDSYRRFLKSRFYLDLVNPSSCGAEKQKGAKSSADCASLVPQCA
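MLSMR compounds (23 nl, pin-transferred) preincubated 10 min at room temperature with a 500nM (2x) first reagent, then RGS4 at 900nM (2x) plus Transcreener GDP mix added; fluorescence polarization (620/688 nm) read before and after 90 min at 30 °C.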
HP1b binding inh – blocks HP1-beta chromodomain binding to methylated histone tails; AID 540317; AlphaScreen HP1-beta / biotin-H3K9me3 peptide binding; 390,000 compounds, 0.56% hits; P83916; Potency, µM (highest dose often 114 µM), for the others: at the top dose activity change, negative = inhibition, usual class: inhibitors; note: nearly all actives have a fitted effect of over 70% in size; inactives centre near 23
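HP1-beta protein (50 nM final) preincubated 30 min at room temperature with biotinylated H3(1-18)K9me3 peptide (50 nM) in PBS pH 7.4, 0.01% Tween-20, then compound added for 30 min. AlphaScreen streptavidin donor/nickel chelate acceptor beads (10 ug/mL final), 30 min dark, luminescence read.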
ALOX12 inh – ALOX12 (human) lipoxygenase inhibition; purified 12hLO, xylenol orange hydroperoxide absorbance; Potency, µM (doses to about 108 µM), for the others: at the highest dose activity change, negative = inhibition, actives largely listed as inhibitors; 580,000 compounds, 1.1% hits; AID 1671190; note: % is set by controls: 0 for no effect and ±100 for the full control effect
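Hydroperoxide product was detected by ferrous iron/xylenol orange as the 573 to 405 nm absorbance ratio. Arachidonic acid at 40 uM (final) was turned over for 30 min at room temperature by 150 nM human 12hLO, pH 7.0 Hepes buffer, after 15 min compound preincubation.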
The depositor's hits bear a star; i = inactive; ? = inconclusive; . = no result given; & = joins results of further samples; [ ] = dose if it differs, or a comment. Unless noted, calls come from the whole dose curve; as a rule, active = well fitted curve in the direction sought with a large enough effect; inconclusive = small, poorly fitted or top-dose-only effect, or another doubt; inactive = no such curve, though single readings can be large; an effect the other way counts as inactive or inconclusive. Potency is the fitted concentration of half-maximal effect. Only part of the results is shown. The share of hits here may be higher or lower than overall.

SMILES	GLS inhibitor	Pin1 inhibitor	JMJD2A Tudor	ERG Ets-DNA blk	PGK inhibitor	TrxR1 inh	RGS4 inh	HP1b binding inh	ALOX12 inh
CC1(NC(=O)Nc2ccccc2)CCS(=O)(=O)C1 (stereo not given)	-2%	-5%	5%	0%	6%	15%[57.1 µM]	-12%	49%[activator]	?
O=C(CNC(=O)c1cccs1)c1ccc([N+](=O)[O-])cc1	-9%	0%	4%	2%	-6%	-10%	-38%	15%	-25%
CCN1CCN(CCNC(=O)c2ccc3c(c2)N(Cc2ccc(F)cc2)C(=O)/C(=C/c2ccccc2)S3)CC1	5%	5%	?	2%	-6%	-5%	-19%	?	24%
O=C(CSc1ccc2ccccc2c1)Nc1nc2ccccc2[nH]1	1%	-1%	-13%[57.1 µM]	8%	-5%	17%	-28%	41%[activator]	-24%
Cc1ccc2nc(CSc3nc(C)ccc3C#N)[nH]c2c1	-10%	10%	?	-1%	-2%	6%	-10%	22%	?
CC1Cc2ccccc2N1C(=O)Cn1cc([N+](=O)[O-])ccc1=O (stereo not given)	-5%	1%	-12%	6%	i	13%[57.1 µM]	27%	20%	?
CCOc1ccc(N/C=C/C(=O)c2ccc3ccccc3c2)c([N+](=O)[O-])c1	11%	11%	?	-6%	-4%	9%	7%	?	.
O=S(=O)(c1cccc2c(S(=O)(=O)N3CCCC3)cccc12)N1CCCC1	-14%	-2%	14%	0%	0%	8%	9%	35%	10%
Cc1ccc(C(=O)CN2C(=O)NC3(CCc4ccccc43)C2=O)c(C)c1 (stereo not given)	3%	-2%	-23%	0%	-2%	-6%[57.1 µM]	-2%	17%	-18%
COc1ccc(S(=O)(=O)N2CCC(NC(=O)c3cccc(F)c3)CC2)cc1	2%	-1%	7%	-1%	1%	30%	-10%	36%	5%
O=C(CSc1nncc2ccccc12)N1CCOCC1	20%	6%	-11%	.	.	15%	-1%	6%	-13%
COc1ccc(NC(=O)c2ccccc2Cl)cc1NC(=O)CN1CCOCC1	9%	-8%	-15%	-4%	7%	-15%	-2%	42%[activator]	1%
COc1cccc(NC(=O)CCSc2nc(-c3ccco3)cc(C(F)(F)F)n2)c1	-3%	16%	7%	6%	-1%	2%	-20%	47%[activator]	6%&-24%
Brc1ccccc1/C=N/Nc1ccc2ccccc2n1	1%	21%	-24%	-26%	-5%	-29%	-17%	26%	-29%
CCCCN(CCCNC(=O)c1ccc2nc(N3CCOCC3)sc2c1)Cc1ccccc1	28%	-8%	-29%	2%	i	-11%[57.1 µM]	-2%	8%	-2%
COc1ccc(C2(CNC(=O)CCC(=O)O)CCCC2)cc1OC	10%	2%	-12%	2%	-4%	13%	22%	12%	0%
Cc1ccc(CSc2nc3c(c(=O)[nH]2)C(c2cccc(F)c2F)CC(=O)N3)cc1 (stereo not given)	-4%	4%	-12%	3%	1%	10%	7%	37%	?
O=C(CSc1n[nH]c(=O)[nH]c1=O)N1CCCCCC1	38%[activator]	13%	-12%[11.4 µM]	-5%	-3%	-4%	-24%[11.4 µM]	?	2%
COc1ccccc1N1CCN(C2CC(=O)N(C)C2=O)CC1 (stereo not given)	14%	3%	-7%	-1%	-2%	10%[57.1 µM]	2%	29%	14%
Cc1cc(C(C)(C)C)oc1C(=O)N(CC(=O)NC1CCCC1)c1c(C)cccc1C	8%	0%	-23%	2%	.	5%	-4%	10%	-29%
Cc1ccccc1C(O)c1cccnc1 (stereo not given)	0%	-2%	12%	1%	i	14%[57.1 µM]	8%	16%	-14%
O=C(Nc1cc(Sc2ccccn2)cc([N+](=O)[O-])c1)c1cccc(F)c1	9%	-7%	-25%[57.1 µM]	-6%	-2%	11%	-4%	-1%	-12%
COc1ccc(C(=O)N/C(=C/c2cccs2)C(=O)NCCCn2ccnc2)cc1OC	12%	-6%	-23%	-3%	0%	13%	11%	10%	0%
CCCN1CCC(=O)N([C@H](CSc2ccccc2)Cc2ccccc2)CC1	-1%	-2%	-15%	0%	-9%	-10%&-13%	-24%	36%	1%
Cc1ccc2c(c1)C(c1ccncc1)=NNC(c1cccnc1)=N2	?	-9%	-5%	-3%	4%	14%[57.1 µM]	14%	14%	11%
Cc1ccc2c(CSc3nnc4ccccn34)cc(=O)oc2c1C	5%	0%	-15%	2%	-9%	4%	8%	12%	8%&13%
N#CCCN1C(=O)C2(OCCO2)c2ccccc21	-10%	-6%	-12%	-7%	1%	18%	9%	32%[activator]	9%
COC(=O)[C@H](CCSC)NC(=O)NCc1ccc(S(N)(=O)=O)cc1	-1%	-6%	-13%	-2%	-7%	5%	-25%	32%[activator]	0%
Cc1cc(C(=O)Nc2ccc3c(c2)OCO3)cs1	-2%	-4%	-20%	11%	-9%	16%	-14%	-9%	22%
CC(C)Cn1c(N)c(C(=O)CSc2ncnc3sc4c(c23)CCCC4)c(=O)n(C)c1=O	-2%	0%	-15%	4%	-8%	-8%	-2%	28%	1%
CCOC(=O)c1cnc2cc(C(F)(F)F)ccc2c1Nc1cc(C)ccc1OC	6%	-4%	-8%	?	-7%	24%	10%	-2%	-10%
CCn1cc(C(=O)O)c(=O)c2cc(F)c(N3CCN(C(=S)NC(=O)c4ccccc4Br)CC3)cc21	6%	?	-25%	-2%	5%	16%[57.1 µM]	-31%	-7%	?
CN1CCN(S(=O)(=O)c2ccc(NC(=S)NC(=O)C3CCC3)cc2)CC1	-7%	-3%	-15%	7%	i	7%[57.1 µM]	-29%	25%	15%
CCN(CC)S(=O)(=O)c1ccc(OCCNS(C)(=O)=O)cc1	?	2%	11µM*	-3%	-2%	17%[57.1 µM]	?	-15%	2%
CC1CN(C(=O)COC(=O)c2ccc3ncsc3c2)CC(C)O1 (stereo not given)	-22%	-5%	-11%	5%	-8%	8%	-1%	-2%	8%
Cc1cc(C(=O)c2ccc(Cl)cc2)c(NC(=O)CCl)s1	-7%	10%	-5%	0%	-7%	4µM*	-21%	-4%	-4%
O=C(c1ccccc1C(F)(F)F)N1CCN(S(=O)(=O)c2ccccc2)CC1	7%	-5%	-13%	2%	i	4%	-9%	28%	-6%
CC(=O)Nc1cccc(N(C)C)c1	33%[activator]	-4%	-9%	4%	-4%	18%	31%	-6%	13%
COc1ccccc1CN1CCCC(C(=O)N2CCCCC2)C1 (stereo not given)	6%	1%	1.8µM*	1%	i	6%[57.1 µM]	-23%	71µM*	?
COc1ccc(S(=O)(=O)Nc2cc(C(C)C)c(O)cc2C)cc1	73%[activator]	-2%	-15%	-3%	6%	39%[activator][57.1 µM]	29%	10%	1%
CCOC(=O)c1ccc(NC(=O)Nn2cnnc2)cc1	-2%	3%	-17%	4%	-2%	8%	8%	27%	0%
COc1ccc(NC(=O)c2nnn(CC(=O)Nc3ccc(C)c(C)c3)c2N)cc1OC	1%	-3%	-7%	18%	-8%	7%[57.1 µM]	0%	64%[activator]	-30%
Cc1cccc(NC(=S)/N=C(\N)Nc2nc(C)c3ccccc3n2)c1	-4%	?	-20%	-12%	-1%	-6%[57.1 µM]	-34%	22%	?
Cc1ccc(CN2CCN(Cc3ccc4c(c3)OCCO4)CC2CCO)cc1 (stereo not given)	14%	-6%	-19%	-17%	-5%	19%	-11%	16%[57 µM]	0%

Sorted by value in PGK inhibitor (descending): 3 of the compounds above
SMILES	GLS inhibitor	Pin1 inhibitor	JMJD2A Tudor	ERG Ets-DNA blk	PGK inhibitor	TrxR1 inh	RGS4 inh	HP1b binding inh	ALOX12 inh
COc1ccc(S(=O)(=O)Nc2cc(C(C)C)c(O)cc2C)cc1	73%[activator]	-2%	-15%	-3%	6%	39%[activator][57.1 µM]	29%	10%	1%
Cc1cccc(NC(=S)/N=C(\N)Nc2nc(C)c3ccccc3n2)c1	-4%	?	-20%	-12%	-1%	-6%[57.1 µM]	-34%	22%	?
COc1ccc(NC(=O)c2nnn(CC(=O)Nc3ccc(C)c(C)c3)c2N)cc1OC	1%	-3%	-7%	18%	-8%	7%[57.1 µM]	0%	64%[activator]	-30%

Three entries from above, bar-delimited:
canonical_smiles | GLS inhibitor | Pin1 inhibitor | JMJD2A Tudor | ERG Ets-DNA blk | PGK inhibitor | TrxR1 inh | RGS4 inh | HP1b binding inh | ALOX12 inh
Cc1ccc(CN2CCN(Cc3ccc4c(c3)OCCO4)CC2CCO)cc1 (stereo not given) | 14% | -6% | -19% | -17% | -5% | 19% | -11% | 16%[57 µM] | 0%
O=C(c1ccccc1C(F)(F)F)N1CCN(S(=O)(=O)c2ccccc2)CC1 | 7% | -5% | -13% | 2% | i | 4% | -9% | 28% | -6%
Cc1cccc(NC(=S)/N=C(\N)Nc2nc(C)c3ccccc3n2)c1 | -4% | ? | -20% | -12% | -1% | -6%[57.1 µM] | -34% | 22% | ?

Screening results (PubChem BioAssay)
